# LRH-1 inv ag: LRH-1 (NR5A2) inverse agonists, primary screen, cell-based, luminescence, HEK293T, StAR-luciferase reporter. inhibition, % at 3.6 µM. 360,000 tested, 0.13% active. LRH-1 transfected, 24 h. AID 602396, 2012. Nuclear receptor subfamily 5 group A member 2 (Homo sapiens), O00482;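 active = inhibition above the mean inhibition of all tested compounds plus 3 SD, cut at about 73% in these data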;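 also: 0% = DMSO wells and 100% = reporter-only cells lacking LRH-1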
# NCOA1 inh: SRC1 coactivator transcriptional activity inhibitors, primary screen, cell-based, luminescence; Nuclear receptor coactivator 1 (Homo sapiens), Q15788; HEK293 GAL4-SRC1 luciferase reporter; inhibition, % at 3.6 µM; 360,000 tested, 0.12% active;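 active = inhibition above the campaign mean plus 3 SD, with each screening campaign given its own cutoff, cut at about 60% in these data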;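 also: 0% = DMSO treated cells and 100% = gossypol at 36 µM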
# COUP-TFII inh: NR2F2 transcriptional activity inhibitors, primary screen, cell-based, luciferase reporter, HEK293T, luminescence. COUP transcription factor 2 (Homo sapiens), P24468. HEK293T NGFI-A luciferase reporter. inhibition, % at 8.6 µM. 370,000 tested, 0.7% active. AID 686940, 2013;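 active = inhibition above a per-plate cutoff, mean inhibition of test wells between control levels plus 3 SD, cut at about 38% in these data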;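 also: cells cotransfected with COUP-TFII expression vector driving the NGFI-A reporter; 0% = median of COUP-TF2 test wells and 100% = reporter-only cells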
# Target sequence (P24468 whole entry, looked up): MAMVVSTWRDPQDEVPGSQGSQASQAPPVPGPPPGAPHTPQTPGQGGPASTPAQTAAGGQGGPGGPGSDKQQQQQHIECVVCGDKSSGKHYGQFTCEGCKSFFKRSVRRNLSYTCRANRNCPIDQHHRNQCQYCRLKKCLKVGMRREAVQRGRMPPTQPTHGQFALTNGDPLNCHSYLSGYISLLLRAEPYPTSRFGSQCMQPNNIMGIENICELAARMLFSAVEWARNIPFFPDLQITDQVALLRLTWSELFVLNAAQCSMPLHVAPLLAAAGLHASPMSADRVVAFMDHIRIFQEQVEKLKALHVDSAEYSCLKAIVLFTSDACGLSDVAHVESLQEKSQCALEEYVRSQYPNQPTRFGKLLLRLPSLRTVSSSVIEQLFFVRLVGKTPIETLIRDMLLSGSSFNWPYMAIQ
# NCOA3 inh: SRC3 coactivator transcriptional activity inhibitors, primary screen, cell-based, luminescence; Nuclear receptor coactivator 3 (Homo sapiens), Q9Y6Q9; HEK293 GAL4-SRC3 luciferase reporter; inhibition, % at 3.6 µM; 360,000 tested, 0.17% active; AID 588352, 2011;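 active = inhibition above a per-campaign cutoff, the mean of all compounds plus 3 SD, cut at about 60% in these data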;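 also: 0% = DMSO-treated cells and 100% = gossypol-treated cells at 36 µM; higher means less SRC3-driven luciferase light from the GAL4 reporter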
# TROY NFkB inh: inhibitors of TROY-driven NF-kB signaling, primary screen, Q293 LMP1-TROYcd cells, NF-kB luciferase, uHTS. 360,000 tested, 0.98% active. inhibition, % at 10 µM. Q293 LMP1-TROYcd NF-kB luciferase reporter, 4 h;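 active = compounds whose plate-normalised and pattern-corrected inhibition of the luciferase reporter signal at the single screening dose is 50% or more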
# NOD2 RIPK2 PPI: NOD2-RIPK2 binding disruptors in cells, primary screen, fluorescence, CHO cells, BLA complementation. CCF4 ratio. inhibition, % at 4.98 µM. 360,000 tested, 0.38% active. AID 624267, 2012; in the data active = inhibition above about 21%;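 also: 0% = vehicle only and 100% = reference blocker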
# Target sequence (O43353 whole entry, looked up): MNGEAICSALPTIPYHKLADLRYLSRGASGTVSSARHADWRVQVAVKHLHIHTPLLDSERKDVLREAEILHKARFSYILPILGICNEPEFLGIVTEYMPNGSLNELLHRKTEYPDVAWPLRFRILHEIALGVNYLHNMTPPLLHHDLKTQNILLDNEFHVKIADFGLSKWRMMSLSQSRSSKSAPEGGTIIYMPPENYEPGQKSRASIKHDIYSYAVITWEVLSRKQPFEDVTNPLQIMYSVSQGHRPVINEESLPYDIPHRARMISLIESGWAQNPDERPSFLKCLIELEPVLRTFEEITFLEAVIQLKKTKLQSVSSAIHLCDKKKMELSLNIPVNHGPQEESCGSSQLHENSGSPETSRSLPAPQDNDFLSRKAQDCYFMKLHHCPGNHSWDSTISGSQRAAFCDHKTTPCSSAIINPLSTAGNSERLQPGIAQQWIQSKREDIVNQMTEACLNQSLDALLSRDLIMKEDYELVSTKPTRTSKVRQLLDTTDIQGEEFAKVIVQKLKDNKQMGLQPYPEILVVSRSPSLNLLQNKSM
# TLR9-MyD88 block: inhibitors of TLR9-MyD88 association in cells, primary screen, cell-based, CHO, BLA complementation, fluorescence | Toll-like receptor 9 (Homo sapiens) + Myeloid differentiation primary response protein … | 340,000 tested, 0.21% active | inhibition, % at 4.98 µM | CCF4 FRET ratio;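 active = inhibition above the mean over all tested compounds plus 3 SD, cut at about 21% in these data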;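 also: 0% = DMSO only wells and 100% = clavulanate BLA inhibitor control wells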
# Exocytosis inh: LAMP-1 surface exposure blockers, TALL-104 cells – cell-based, flow cytometry, MLPCN library, primary screen; TALL-104 LAMP-1 surface exposure; cells stimulated with thapsigargin and PMA; inhibition, % at 10 µM; 360,000 tested, 0.66% active;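 active = inhibition above about 55%, limit read from the data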
# ABHD5-PLIN5 inh: ABHD5-PLIN5 interaction inhibitors, primary screen, cell lysate, split luciferase complementation, luminescence; Split G. princeps luciferase complementation, 4 h; inhibition, % at 4 µM; AID 602281, 2012; 360,000 tested, 0.78% active; Perilipin-5 (Homo sapiens) + 1-acylglycerol-3-phosphate O-acyltransferase ABHD5 (Homo …;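 active = inhibition above the mean inhibition across every tested compound plus 3 SD, cut at about 22% in these data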;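 also: 0% = DMSO only wells and the 100% control is not disclosed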
# SRC2 inh: inhibition of GAL4-SRC2 driven luciferase reporter, primary screen, SRC2 inhibitor project, cell-based, luminescence | Nuclear receptor coactivator 2 (Homo sapiens), Q15596 | HEK293 GAL4-SRC2 luciferase reporter | inhibition, % at 9 µM | 370,000 tested, 0.17% active;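 active = inhibition above the mean inhibition of all tested compounds plus 3 SD, set per campaign, cut at about 52% in these data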;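 also: 0% = DMSO treated cells and 100% = cells given Gossypol at 36 µM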
# TWEAK-Fn14 inh: inhibitors of TWEAK-Fn14 signaling, primary screen, luciferase reporter cells, uHTS | TWEAK-stimulated Fn14 reporter cells, luciferase luminescence, 8 h | AID 1159606, 2016 | inhibition, % at 10 µM | 360,000 tested, 2% active; in the data active = inhibition above about 50%
# * hit, by the source's call; x = no result given.
SMILES,LRH-1 inv ag,NCOA1 inh,COUP-TFII inh,NCOA3 inh,TROY NFkB inh,NOD2 RIPK2 PPI,TLR9-MyD88 block,Exocytosis inh,ABHD5-PLIN5 inh,SRC2 inh,TWEAK-Fn14 inh
Cc1cc(C)c(C)c(S(=O)(=O)N2CCN(C(=O)c3ccccn3)CC2)c1C,3,-12,15,7,-2,-8,-3,5,-1,9,11
C#CCN(C)Cc1ccccc1,-2,-6,9,-19,-21,-22,2,-3,-8,-5,2
O=C(Nc1ccc(F)cc1F)N1CCCN(c2ccc(C(F)(F)F)cn2)CC1,16,17,33,29,12,-4,-7,2,-4,6,-14
O=C(CCS(=O)(=O)c1cccc2nonc12)Nc1ccc(Br)cc1,-3,20,6,4,-3,7,3,1,2,-5,-3
O=c1[nH]c2ccc(S(=O)(=O)N3CCN(c4ccccc4F)CC3)cc2s1,9,2,10,-4,20,-1,5,2,-1,-14,0
Cc1oc(C)c2c(=O)ccc3c(c12)OC(N)=C(C#N)C3c1ccccc1 (stereo not given),0,-1,9,-34,6,-5,4,0,5,1,0
COc1cccc2sc(=NC(=O)CS(=O)(=O)c3ccccc3)n(C)c12,14,-21,-1,-18,-42,0,-4,-2,4,-15,-38
c1ccc(-n2ncc3c(NCc4ccccn4)ncnc32)cc1,-24,-25,x,-25,-35,-15,1,4,14,x,1
COCCCn1c(SC(C)C(=O)Nc2c(C)n(C)n(-c3ccccc3)c2=O)n[nH]c1=O (stereo not given),1,-5,9,11,-20,-8,1,10,11,6,18
CCOC(=O)C1=C(C)N(c2ccc(Cl)cc2)C(=O)NC1c1cccc([N+](=O)[O-])c1 (stereo not given),17,3,11,-13,-8,-4,3,-4,-1,10,3
N#CCCN(Cc1cccnc1)C(=O)c1ccc(S(=O)(=O)N2CCOCC2)cc1,3,-6,4,4,17,-10,-11,-4,4,-23,12
CCCOC(=O)Nc1ccc(N2CCCCC2)cc1,-170,-105,-47,-64,-52,1,6,-6,-3,-59,26
CC(C)C(C)(C#N)NC(=O)CSc1nc2scc(-c3ccco3)c2c(=O)n1-c1ccccc1 (stereo not given),-4,-15,-7,0,0,7,-2,1,25*,-12,4
COc1cc(Cl)c(C)cc1NC(=O)c1ccc2c(c1)OCO2,-25,-60,-14,-38,-56,1,-3,-5,7,3,-9
COc1ccc(N=Nc2c(N)n[nH]c2N)cc1,-60,-46,-22,-24,-12,-7,-2,-1,2,-42,-3
COc1ccccc1NC(=O)COC(=O)COc1cccc2c1OC(C)(C)C2,-12,-2,-1,5,-17,-6,-11,-4,-1,-4,-14
O=C(NC1=NCCS1)c1ccc(N2CCCC2=O)cc1,-23,-25,-17,-13,-15,-5,-4,-1,5,-11,-5
CCOc1ccc(NC(=O)CN(C)C(=O)C2CC2C)cc1OCC (stereo not given),-7,6,13,14,12,0,-4,-6,1,-9,-4
CC(=O)NNC(=S)NC(=O)c1ccccc1,1,-13,-19,-1,-4,4,-4,-2,-7,6,-2
CC(C)N1C(=O)CCC1C(=O)N1CCN(c2ccc(F)cc2)CC1 (stereo not given),13,4,6,3,17,3,0,1,1,-12,-9
O=C(NCCCCc1ccccc1)c1cccc(Br)c1,0,-8,-5,-34,-17,-5,3,-6,-2,12,-24
CCOC(=O)N1CCN(C(=O)CN(c2cc(C(F)(F)F)ccc2Cl)S(C)(=O)=O)CC1,-3,-3,20,22,3,-9,5,1,6,4,17
CCCn1nc(C(=O)N2CCN(S(=O)(=O)c3ccc(C)c(C)c3)CC2)c2ccccc2c1=O,3,-4,-2,-3,-21,-2,-2,-4,0,16,9
COc1ccc(S(=O)(=O)Nc2ccc3c(c2)C(=O)N([C@H](C)CO)C[C@H](C)[C@@H](CN(C)S(C)(=O)=O)O3)cc1,15,-5,-7,27,1,-4,-6,2,0,-8,1
O=C(COc1ccc(Cl)cc1)NCCc1ccccn1,12,-2,12,13,-1,-4,0,3,0,18,-14
CCOC(=O)c1ccc(S(=O)(=O)NCC(C)(C)N2CCOCC2)cc1,6,5,1,-1,-1,-1,-2,2,-4,7,-2
O=C(OCc1ccc([N+](=O)[O-])cc1)c1cc(S(=O)(=O)N2CCCCC2)ccc1N1CCOCC1,4,-3,-3,0,6,-7,-9,2,8,-16,-26
O=c1[nH]c(Cc2cccs2)nc2scc(-c3ccc(Cl)cc3)c12,-6,-12,16,-6,-16,1,2,-4,-5,-37,-8
COc1ccccc1CNC(=O)COC(=O)c1cccnc1SCC(=O)NCc1ccccc1OC,13,-27,13,-9,9,2,-7,0,1,-3,12
Nc1nnc(-c2ccc(Cl)cc2Cl)s1,-68,-59,-3,-39,-50,-3,4,3,-3,-66,-25
CC(NC(=O)CCOc1ccccc1)c1ccccc1 (stereo not given),2,-4,-2,2,-17,3,-3,4,0,-22,-9
CC(C)CC1NC(=O)N(CC(=O)N(C)C2CCCCC2)C1=O (stereo not given),-1,3,-9,19,-5,-3,-18,-1,1,-23,-3
COc1ccc([N+](=O)[O-])cc1NC(=O)CCNC(=O)Cn1ccc2ccccc2c1=O,11,9,-14,3,23,7,1,2,5,-5,1
O=C(CCn1nc(-c2ccc(Cl)cc2)ccc1=O)NCc1ccccn1,-4,3,16,0,-8,-7,-5,-3,2,0,-19
CC(C)c1cc(=O)n2c(nc3ccccc32)[nH]1,1,-7,-4,-14,-5,-6,-4,3,-6,9,11
CNC[C@@H]1Oc2cc(Br)ccc2S(=O)(=O)N([C@H](C)CO)C[C@@H]1C,-3,-10,-10,4,0,-10,x,0,-3,-1,20
O=C(CN1c2cccc3cccc(c23)S1(=O)=O)N1CCCCC1,8,-2,-5,1,11,-6,-5,-3,0,-4,-3
COc1ccc2cc(-c3cc(C(=O)O)c4ccccc4n3)ccc2c1,-149,-158,-58,-124,25,-17,-7,-2,2,-33,75*
CCOC(=O)c1ccc(NC(=O)N2CCN(C3CCCCC3)CC2)cc1,9,-3,6,6,13,-17,5,-1,4,-22,-3
COCC(=O)N(Cc1ccco1)c1nnc(C2CCOC2)s1 (stereo not given),-11,0,-3,-19,-7,-3,2,2,4,1,18

# Structures from the list above that contain a thiophene ring, fused or not:
SMILES,LRH-1 inv ag,NCOA1 inh,COUP-TFII inh,NCOA3 inh,TROY NFkB inh,NOD2 RIPK2 PPI,TLR9-MyD88 block,Exocytosis inh,ABHD5-PLIN5 inh,SRC2 inh,TWEAK-Fn14 inh
CC(C)C(C)(C#N)NC(=O)CSc1nc2scc(-c3ccco3)c2c(=O)n1-c1ccccc1 (stereo not given),-4,-15,-7,0,0,7,-2,1,25*,-12,4
O=c1[nH]c(Cc2cccs2)nc2scc(-c3ccc(Cl)cc3)c12,-6,-12,16,-6,-16,1,2,-4,-5,-37,-8

# Remaining list, next part.
SMILES,LRH-1 inv ag,NCOA1 inh,COUP-TFII inh,NCOA3 inh,TROY NFkB inh,NOD2 RIPK2 PPI,TLR9-MyD88 block,Exocytosis inh,ABHD5-PLIN5 inh,SRC2 inh,TWEAK-Fn14 inh
CCN1C(=O)C(=O)N(Cc2ccc(OC)c(F)c2)C1=O,-2,0,-1,-7,1,-7,-4,-13,-3,-13,8
COc1ccc(N2CCN(C(=S)NCc3ccccc3)CC2)cc1,0,-12,6,9,3,-5,5,-2,0,2,3
COc1ccc2[nH]c3c(c2c1)CCN1C(=O)C(CC(=O)NCCCn2ccnc2)C[C@H](C(=O)N(C(C)C)C(C)C)[C@@]31C (stereo not given in full),11,5,-17,-12,-19,-12,0,-17,14,2,-2
CCOC(=O)C1c2cccc(O)c2CCN1C(C)=O (stereo not given),12,5,0,-12,16,-4,-2,114*,2,-3,38
Cc1ccc(-c2cc(C(F)F)n3ncc(C(=O)Nc4ccc(S(=O)(=O)Nc5ccccc5C)cc4)c3n2)cc1,-4,0,13,12,4,-1,-3,0,-15,-3,-5
Cc1ccccc1COC(=O)CNC(=O)c1sc2ccccc2c1Cl,9,7,13,7,-49,7,3,6,-5,-35,-14
Cc1nnc(NC(=O)CC23CC4CC(CC(C4)C2)C3)s1,-22,-5,-10,-43,-1,4,7,-14,-1,-5,17
O=C(Cn1nc(C(=O)O)c2ccccc2c1=O)Nc1cc(C(F)(F)F)ccc1-n1cncn1,4,-19,-6,7,-9,-1,-3,0,-2,29,0
O=C(CCNC(=O)c1ccc([N+](=O)[O-])cc1)Nc1ccc(F)c(F)c1F,-3,-6,8,3,9,-4,-5,2,-3,-13,-5
Cc1ccc(CN2CC(N3CCCC3)CS2(=O)=O)cc1 (stereo not given),-3,18,8,21,6,-7,x,-4,2,-5,-1
CN1C[C@@H]2C(c3ccc(C(F)(F)F)cc3)C3(c4ccc(C#N)cc4)CC2(C3)[C@H]1c1ccccc1 (stereo not given in full),19,3,20,21,0,-2,2,38,10,15,20
COc1cccc(-c2cccc(NC(=O)C3CCN(Cc4ccc(CO)o4)CC3)c2)c1,8,-7,19,-4,3,1,6,1,-2,-15,14
COc1cccc(NC(=S)NC(=O)/C=C/c2ccc(F)cc2)c1,-8,2,17,2,-2,4,1,-9,-6,-41,-10
COc1ccc(NC(=O)CN(C)S(=O)(=O)c2ccc(Cl)cc2)cn1,-4,5,-7,6,7,-8,3,-2,4,0,9
CCC(Oc1ccc2ccccc2c1)C(=O)O (stereo not given),16,-8,2,7,-3,9,4,0,-2,-2,0
O=S(=O)(c1cnc[nH]1)N1CCc2ccccc21,-1,-16,3,1,-11,1,4,-2,3,14,5
Cc1nn(-c2ccccc2)c2nc(-c3ccco3)cc(C(=O)O)c12,-21,3,0,-5,1,9,-2,0,3,-15,-2
O=c1n(-c2ccccc2)c(=O)n2n1CCC2,-10,-2,0,-5,-12,1,9,0,3,-6,13
Cc1ccc(/C=N/NC(=O)C(C)Oc2cccc3ccccc23)o1 (stereo not given),8,-33,13,-24,4,-4,6,0,12,7,11
CN(C)C(=O)CCc1ccc2c3c([nH]c2c1)[C@]1(C)[C@@H](C(=O)N2CCCCC2)C[C@H](CC(=O)NCCN2CCOCC2)C(=O)N1CC3,12,-13,-12,-1,0,4,-5,-2,-1,-2,-11
Cn1c(C2=C(O)CN(Cc3ccccc3)C2=N)nc2ccccc21,-27,-11,-33,-23,-19,-2,-1,3,3,-59,-15
Cc1ccc(NC(=O)Nc2nnc(-c3ccccc3)o2)cc1,-70,-44,-19,-30,-45,-12,2,1,-1,-24,-16
COc1cccc(NC(=S)Nc2ccc(Br)cc2Cl)c1,-6,-22,1,-54,-38,0,-3,-2,-9,-8,6
O=C(C1CCN(S(=O)(=O)c2cc(Cl)ccc2Cl)CC1)N1CCCC1,4,14,7,-18,3,-6,0,-1,-2,12,3

# Bioassay records from PubChem.

# Only part of the results is shown. The share of hits here may be higher or lower than overall.
